Bim-Bcl-W: inhibitors of Bim-Bcl-W interaction, human; bead-based flow cytometry, Bim peptide-Bcl-W binding; inhibition, % at 10 µM; actives 0.02% (n = 190,000);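 also: 0% = bound tracer without compound and 100% = peptide blocker; higher means less fluorescent Bim peptide bound to Bcl-W beads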
Target sequence (Q92843 whole entry, looked up): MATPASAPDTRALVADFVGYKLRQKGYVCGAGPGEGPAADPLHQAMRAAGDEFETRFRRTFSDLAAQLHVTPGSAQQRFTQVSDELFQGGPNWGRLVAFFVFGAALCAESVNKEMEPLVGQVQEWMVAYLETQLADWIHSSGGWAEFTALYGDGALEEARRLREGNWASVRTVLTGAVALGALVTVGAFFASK
Bim-Bcl-2: human Bim-Bcl-2 interaction inhibition; P10415; Bead-based flow cytometry, Bim peptide-Bcl-2 binding; inhibition, % at 10 µM; actives 0.06% (n = 190,000); in the data active = inhibition above about 40%; inconclusive = no clear call, values can overlap the other calls;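 also: 0% = no compound wells with probe peptide and 100% = reference peptide inhibitor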
Mcl1-Bid inh: Mcl-1/Bid interaction inhibition. Q07820. TR-FRET Mcl-1/Bid-Dy647 peptide binding, 1536-well. inhibition, % at 21.7 µM. actives 0.97% (n = 220,000). AID 1021;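 active = compounds that cut the binding signal by more than half at the single screening dose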;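 also: His-tagged Mcl-1 with europium anti-His antibody binding Bid BH3 peptide; 0% = Mcl-1 plus peptide wells and 100% = peptide-only wells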
RGS4-Gao reg: human RGS4-Galphao interaction regulation | P09471 | Multiplexed bead flow cytometry, RGS4-Galphao binding; actives lie on both sides | binding response (% of control), % at 10 µM | actives 0.33% (n = 220,000); in the data active = binding response below about 49% or above about 150%; inactive = in between;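 also: fluorescent Galphao activated with aluminum fluoride binding bead-coupled RGS4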
Target sequence (P09471 whole entry, looked up): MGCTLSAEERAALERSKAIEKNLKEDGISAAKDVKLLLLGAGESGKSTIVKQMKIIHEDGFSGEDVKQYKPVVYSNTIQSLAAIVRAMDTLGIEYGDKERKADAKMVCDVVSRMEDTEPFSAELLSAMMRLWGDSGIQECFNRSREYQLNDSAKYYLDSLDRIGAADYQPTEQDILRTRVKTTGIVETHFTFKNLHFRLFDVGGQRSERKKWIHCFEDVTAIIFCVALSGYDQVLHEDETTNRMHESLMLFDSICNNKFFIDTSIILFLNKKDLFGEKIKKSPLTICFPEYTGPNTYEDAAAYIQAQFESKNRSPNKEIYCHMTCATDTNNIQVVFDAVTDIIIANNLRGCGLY
Mcl-1 Bim block: human Bim-Mcl-1 interaction inhibition; Q07820; Bead-based flow cytometry, Bim peptide-Mcl-1 binding; inhibition, % at 10 µM; actives 0.1% (n = 190,000);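 also: 0% = no compound tracer wells and 100% = peptide blocker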
GSH fluor: GSH bead compound fluorescence profile; fluorescence (KMESF) at 10 µM; AID 1776; actives 0.25% (n = 190,000); GSH beads flow cytometry, compound fluorescence 488/530 nm; hits give high values; in the data active = fluorescence above about 89;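 also: glutathione beads carrying GST-tagged Bcl family fusion proteins plus one bare bead set; values are compound well signal with DMSO vehicle wells as background; inactives centre near 16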
RGS7-Gao: modulates binding of RGS7 to human Galphao; AID 1439; binding response (% of control), % at 10 µM; P09471; actives 0.35% (n = 220,000); Multiplexed bead flow cytometry; actives lie on both sides; in the data active = binding response below about 49% or above about 150%; inconclusive = no clear call, values can overlap the other calls; inactive = in between;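 also: fluorescent Galphao held in activated GDP-AlF4 state binding bead-coupled RGS7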
RGS8-Gao: regulators of human RGS8-Galphao interaction; multiplexed bead flow cytometry, RGS8-Galphao binding; actives lie on both sides; response (percent of control binding), % at 10 µM; actives 0.34% (n = 220,000); AID 1423; in the data active = response below about 60% or above about 140%; inactive = in between;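 also: Galphao activated as the GDP aluminium fluoride complex binding bead-coupled RGS8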
Bcl-B Bim block: inhibitors of Bim-Bcl-B interaction, human; actives 0.073% (n = 190,000); AID 951; inhibition, % at 10 µM; bead-based flow cytometry, Bim peptide-Bcl-B binding; Q9HD36;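 also: 0% = tracer peptide without compound and 100% = reference inhibitor peptide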
Target sequence (Q9HD36 whole entry, looked up): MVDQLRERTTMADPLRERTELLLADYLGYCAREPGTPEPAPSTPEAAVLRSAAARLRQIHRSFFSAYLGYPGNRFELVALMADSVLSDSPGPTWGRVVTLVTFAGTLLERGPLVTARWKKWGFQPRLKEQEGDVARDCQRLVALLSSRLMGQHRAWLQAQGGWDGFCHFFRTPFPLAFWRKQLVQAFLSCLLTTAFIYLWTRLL
Bcl-XL Bim block: inhibitors of Bim-Bcl-XL interaction, human | Q07817 | Bim peptide-Bcl-XL binding, bead flow cytometry, fluorescence | inhibition, % at 10 µM | actives 0.04% (n = 190,000) | AID 1007
Target sequence (Q07817 whole entry, looked up): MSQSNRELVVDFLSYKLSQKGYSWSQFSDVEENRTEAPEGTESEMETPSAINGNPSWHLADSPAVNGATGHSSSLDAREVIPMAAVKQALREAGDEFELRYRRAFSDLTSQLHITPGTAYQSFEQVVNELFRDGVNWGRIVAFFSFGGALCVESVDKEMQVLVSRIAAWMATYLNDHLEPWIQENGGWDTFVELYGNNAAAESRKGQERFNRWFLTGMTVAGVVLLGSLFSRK
Bim-Bfl-1: inhibitors of Bim-Bfl-1 interaction, human | Q16548 | Bead-based flow cytometry, Bim-Bfl-1 binding inhibition | inhibition, % at 10 µM | actives 0.12% (n = 190,000);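 also: 0% = wells without compound plus tracer and 100% = blocker peptide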
Active calls of the source: *; ? = inconclusive; [ ] = remark or other dose. Rule as the data show it, unless noted: active = inhibition above about 40%.

SMILES | Bim-Bcl-W | Bim-Bcl-2 | Mcl1-Bid inh | RGS4-Gao reg | Mcl-1 Bim block | GSH fluor | RGS7-Gao | RGS8-Gao | Bcl-B Bim block | Bcl-XL Bim block | Bim-Bfl-1
CCCc1cc(C(=O)Nc2sc3c(c2C#N)CCC3)no1 | -1 | -8 | 8 | 101 | -2 | 19 | 106 | 98 | -11 | -4 | -7
Cc1cc(C)c(C(=O)CSC2=NC(N)=C(C#N)C3(CCCCC3)C2C(N)=O)cc1C (configuration not stated) | -3 | -10 | -7 | 103 | -4 | 37 | 100 | 99 | -11 | -11 | -14
CC1=CC(C)(C)C(C(=O)O)C(C(=O)O)C1 (configuration not stated) | -6 | 16 | 4 | 108 | 3 | 17 | 108 | 107 | -9 | -8 | -9
O=C(CSc1nnc(Cc2cc(=O)[nH]c(=O)[nH]2)n1-c1ccc(F)cc1)NC1CCCC1 | 1 | -4 | -19 | 103 | 0 | 23 | 101 | 102 | -5 | -6 | -9
CCCCOc1cccc(OCCCC)c1C(=O)Nc1cc(C)on1 | -1 | -7 | 4 | 100 | -1 | 16 | 96 | 101 | -7 | -3 | -9
CN(C)NC(=S)NC(=O)C12CC3CC(CC(C3)C1)C2 | -2 | -2 | -24 | 97 | 0 | 16 | 105 | 100 | -5 | -3 | -3
CCN(CC)S(=O)(=O)c1cc(C(=O)OCC(=O)Nc2cccc(Br)c2)ccc1F | 0 | 0 | -33 | 98 | 1 | 8 | 100 | 103 | 2 | -1 | 2
Cc1cccc(NC(=S)NC(=O)c2ccc(Br)o2)c1 | 2 | -7 | -23 | 101 | -1 | 18 | 100 | 101 | -9 | 0 | -6
O=C(NCCO)C(=O)c1c(-c2ccc(Cl)cc2)cc2ccccn12 | 0 | 1 | -20 | 100 | -1 | 17 | 102 | 101 | -2 | -1 | -5
CCOc1ccccc1C(=O)N[C@H](C(=O)OCc1cc(=O)oc2cc(C)ccc12)C(C)C | -2 | -10 | -8 | 100 | -5 | 17 | 99 | 101 | -10 | -6 | -17
CCOc1ccc(NC(=O)CSc2nnc(C(C)C)n2CC)cc1 | -11 | -10 | -2 | 100 | -11 | 26 | 100 | 100 | -17 | -14 | -14
c1ccc2c(N3CCCCC3)nc(N3CCOCC3)nc2c1 | -3 | 0 | -10 | 106 | -2 | 20 | 105 | 102 | -6 | -4 | -5
CN(C)CCCNc1c2c(nc3cc(-c4cccc(F)c4)nn13)CCC2 | 0 | 0 | -34 | 101 | 1 | 12 | 101 | 102 | -1 | 0 | -2
CC(C)NC(=O)CC1C(=O)N(Cc2ccccc2)C(C)c2nc3ccccc3n21 (configuration not stated) | 0 | -2 | -8 | 97 | 1 | 19 | 102 | 102 | -1 | 1 | -3
O=C1c2ccccc2C(=O)N1CCc1nn[nH]n1 | 1 | -3 | -11 | 100 | 0 | 12 | 99 | 101 | 2 | 0 | -1
O=C1CCCN1CN(C(=O)c1ccc2c(c1)OCO2)c1ccc(F)cc1 | 0 | -10 | -19 | 99 | 0 | 15 | 96 | 98 | -6 | -4 | -10
Cc1cc(NC(=O)CSc2ccc3nnc(-c4cccs4)n3n2)no1 | 4 | -9 | -12 | 102 | 2 | 15 | 103 | 102 | 0 | 1 | -12
COc1cc(-c2nnc(SCC(=O)NC3CCS(=O)(=O)C3)o2)cc(OC)c1OC (configuration not stated) | 0 | -1 | -18 | 100 | 1 | 17 | 101 | 99 | -2 | -4 | -4
C=CCc1ccc(OCCOc2ccc(/C=N/n3cnnc3)cc2OCC)c(OC)c1 | 1 | 0 | -14 | 97 | 4 | 24 | 99 | 101 | -4 | -1 | -8
COc1ccc(/C=N/n2c(C)cc(C)cc2=O)cc1 | 2 | 2 | -24 | 101 | 0 | 24 | 103 | 102 | 0 | 3 | 0
CC(=O)N1CCc2cc(Br)cc(S(=O)(=O)NCCCN3CCC(C)CC3)c21 | 1 | 1 | -30 | 100 | 4 | 4 | 102 | 101 | -3 | 4 | -6
Cc1ccc2nsnc2c1S(=O)(=O)N1CCCC1 | 0 | -13 | -28 | 112 | -8 | 15 | 107 | 110 | -12 | -7 | -13
COc1ccc(C2CC(c3ccc(Cl)cc3Cl)n3nc(N)nc3N2)cc1 (configuration not stated) | -7 | -6 | -5 | 102 | -2 | 15 | 100 | 99 | -10 | -10 | -10
O=C1C2CC=C(Cl)CC2C(=O)N1CCC[n+]1ccccc1 (configuration not stated) | -1 | 0 | -23 | 98 | 1 | 29 | 101 | 101 | -1 | -2 | -1
COc1ccccc1N(CC(=O)NCC1CCCO1)C(=O)Cn1nnc(-c2cccs2)n1 (configuration not stated) | -3 | 0 | -24 | 105 | 0 | 15 | 101 | 104 | 1 | 2 | 6
COc1ccc(C(C)=O)cc1COC(=O)c1ccc(S(=O)(=O)N2CCOCC2)cc1 | 1 | 0 | -28 | 102 | 0 | 22 | 103 | 102 | 0 | 1 | 0
O=C(Nc1nc2c(s1)CCCC2)c1cc(-c2ccc3c(c2)OCO3)nc2ccccc12 | 0 | -11 | 4 | 105 | -4 | 9 | 106 | 104 | -4 | -1 | -4
CC1(C)Cc2cccc(OCC(=O)Nc3cc(C(F)(F)F)ccc3N3CCOCC3)c2O1 | 0 | -9 | -11 | 118 | -2 | 22 | 226*[activator] | 97 | -10 | -4 | -11
Cc1cccc(OCC(=O)OC2CCN(C)CC2)c1 | -3 | -4 | 14 | 96 | -3 | 15 | 99 | 100 | -7 | -7 | -3
O=C(CN(c1ccc(F)cc1)S(=O)(=O)c1ccc2c(c1)OCCO2)N1CCOCC1 | 1 | -10 | -9 | 98 | 0 | 22 | 97 | 101 | -5 | -3 | -10
COc1ccc(NC(NC(=O)c2cccnc2)C(Cl)(Cl)Cl)cc1 (configuration not stated) | 4 | -1 | -8 | 105 | -3 | 18 | 108 | 100 | 1 | 3 | -1
Cc1nc(C)c(C(=O)N/N=C/c2ccco2)s1 | 1 | 3 | -22 | 101 | 3 | 11 | ? | 102 | 0 | 1 | -6
CCC(CC)C(=O)Nc1cc(Cl)ccc1C | 0 | 1 | 1 | 101 | 1 | 15 | ? | 100 | -2 | 0 | -4
O=C(OCCN1CCOCC1)c1ccc2c(c1)OCCO2 | -1 | -8 | 8 | 102 | -1 | 32 | 98 | 101 | -5 | -2 | -14
Cc1ccc(S(=O)(=O)n2ccnc2)cc1C | 1 | -5 | 0 | 103 | 0 | 21 | 104 | 102 | -4 | -1 | -11
Cc1ccc(NC(=O)CSc2ccc(C(N)=O)cc2[N+](=O)[O-])cc1C | 1 | -1 | -61 | 105 | 0 | 16 | 111 | 101 | -3 | -3 | -7
Cc1cccc(OC(C)C(=O)NCc2ccc(S(N)(=O)=O)cc2)c1 (configuration not stated) | -3 | -3 | -23 | 106 | -2 | 17 | 109 | 106 | -12 | -10 | -12
CCOc1cccc(-c2nn3c(-c4ccccn4)nnc3s2)c1 | 2 | 8 | 6 | 100 | 3 | 20 | 99 | 100 | 14 | 9 | 13
Cc1cc(C)c(NC(=O)CSc2nc3ccc(N4C(=O)c5ccccc5C4=O)cc3s2)c(C)c1 | 0 | 1 | 13 | 86 | 1 | 12 | 82 | 96 | -4 | 0 | -5
COc1cc(C(=O)Oc2cccc(C=O)c2)cc(OC)c1OC | 0 | -10 | -28 | 100 | -1 | 34 | 98 | 102 | -5 | -5 | -17
Cn1c(SCC(=O)NC2CCCCC2)nnc1-c1ccc(N)cc1 | -3 | -2 | -33 | 97 | 0 | 10 | 99 | 100 | -4 | 0 | -3
COC(=O)c1ccccc1NC(=O)CN(Cc1ccc(Cl)cc1)S(C)(=O)=O | 1 | 0 | -3 | 109 | 3 | 47 | 102 | 109 | 0 | 18 | 2
CCN(CC)c1ccc(NC(=O)CCCCCN2C(=O)c3ccccc3C2=O)cc1 | -3 | -7 | -2 | 105 | 0 | 9 | 109 | 101 | -11 | -2 | -7
Cc1ccc2nc(SCc3nc4cc(Cl)ccc4c(=O)[nH]3)[nH]c2c1 | 0 | -2 | 9 | 93 | 1 | 14 | ? | 97 | -1 | -1 | -1
COc1ccccc1CNC(=O)CSc1nc(-c2ccccc2)cn1N | -1 | 0 | -10 | 98 | 0 | 19 | 93 | 92 | 0 | 0 | 3
COc1ccc(OC)c(CN2CCC(CO)(CCOc3ccccc3)CC2)c1 | 1 | -3 | 1 | 106 | -3 | 15 | 108 | 107 | -8 | -1 | -4
COc1ccc(NC(=O)CCC(=O)NCCO)cc1 | -3 | -4 | -1 | 105 | 0 | 16 | 103 | 104 | -4 | 0 | -9
Brc1ccc(-c2nnc3n2CCCCC3)cc1 | -3 | 0 | -23 | 95 | -5 | 29 | 95 | 93 | -3 | -9 | -2

Reprinted at random: 2 compounds from above
SMILES | Bim-Bcl-W | Bim-Bcl-2 | Mcl1-Bid inh | RGS4-Gao reg | Mcl-1 Bim block | GSH fluor | RGS7-Gao | RGS8-Gao | Bcl-B Bim block | Bcl-XL Bim block | Bim-Bfl-1
Cn1c(SCC(=O)NC2CCCCC2)nnc1-c1ccc(N)cc1 | -3 | -2 | -33 | 97 | 0 | 10 | 99 | 100 | -4 | 0 | -3
Brc1ccc(-c2nnc3n2CCCCC3)cc1 | -3 | 0 | -23 | 95 | -5 | 29 | 95 | 93 | -3 | -9 | -2

Further compounds.
SMILES | Bim-Bcl-W | Bim-Bcl-2 | Mcl1-Bid inh | RGS4-Gao reg | Mcl-1 Bim block | GSH fluor | RGS7-Gao | RGS8-Gao | Bcl-B Bim block | Bcl-XL Bim block | Bim-Bfl-1
CN(C)c1nc2n(c(=O)n1)C(C#N)CS2 (configuration not stated) | -3 | -5 | -10 | 102 | -3 | 28 | 103 | 101 | -5 | -4 | -9
CCOC(=O)c1c(C)[nH]c2cc(Br)c(OC)cc12 | 3 | -2 | -17 | 100 | -1 | 10 | 102 | 104 | -4 | -3 | -6
COc1ccc(OCCCC(=O)Nc2cccc([N+](=O)[O-])c2)cc1 | -7 | -4 | -4 | 104 | -6 | 10 | 103 | 102 | -4 | -8 | 0
Cc1nn(Cc2ccccc2)c2c1C(c1ccc(Cl)cc1)C(C#N)=C(N)O2 (configuration not stated) | -6 | -2 | -10 | 93 | -6 | 14 | 96 | 96 | -6 | -7 | -3
Cn1cnc([N+](=O)[O-])c1NC(C)(C)C | 3 | -6 | 6 | 100 | 1 | 43 | 97 | 99 | -8 | -9 | -10
CCn1nnnc1-c1ccc(OC)c(S(=O)(=O)NCCc2ccccc2)c1 | -1 | 10 | -5 | 92 | -1 | 14 | 93 | 101 | -5 | -1 | 0
CCn1c(CNc2ccc(F)cc2)nnc1SCC(=O)Nc1ccc(OC)cc1 | 0 | -3 | -26 | 100 | 0 | 16 | 97 | 99 | 0 | 2 | -4
CC(=O)N(CCCCl)C(C#N)c1ccccc1 (configuration not stated) | -5 | -1 | 0 | 96 | -3 | 20 | 99 | 91 | -6 | -2 | 0
CCOc1ncccc1C(=O)OCC(=O)Nc1cc(S(=O)(=O)N(CC)CC)ccc1C | 0 | 1 | -18 | 99 | -4 | 14 | 103 | 102 | -4 | -2 | 0
O=C(O)CCCCCN1C(=O)C(=O)/C(=C(/O)c2ccccc2)C1c1ccccc1 (configuration not stated) | 1 | 4 | -26 | 94 | 2 | 5 | 99 | 103 | 5 | 2 | 0
CC(=O)c1ccc(N2CCN(C(=O)c3n[nH]c4ccccc34)CC2)cc1 | -4 | -1 | -12 | 100 | -2 | 15 | 98 | 103 | -4 | -1 | -4
Cc1cc(C)n(-c2ccc(C)c(Cl)c2)n1 | -3 | -3 | -2 | 104 | -5 | 5 | 102 | 107 | -7 | -8 | -2

Screens: PubChem BioAssay, several laboratories
